Mcl1 Bid PPI: Mcl-1/Bid binding inhibitors, primary screen, biochemical, TR-FRET, 1536-well; Induced myeloid leukemia cell differentiation protein Mcl-1 (Homo sapiens), Q07820; TR-FRET Mcl-1/Bid-Dy647 peptide binding; inhibition, % at 21.7 µM; actives 0.97% (n = 220,000); AID 1021, 2008;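 active = compounds that cut the binding signal by more than half at the single screening dose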;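 also: His-tagged Mcl-1 with europium anti-His antibody binding Bid BH3 peptide; 0% = Mcl-1 plus peptide wells and 100% = peptide-only wells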
Target sequence (Q07820 whole entry, looked up): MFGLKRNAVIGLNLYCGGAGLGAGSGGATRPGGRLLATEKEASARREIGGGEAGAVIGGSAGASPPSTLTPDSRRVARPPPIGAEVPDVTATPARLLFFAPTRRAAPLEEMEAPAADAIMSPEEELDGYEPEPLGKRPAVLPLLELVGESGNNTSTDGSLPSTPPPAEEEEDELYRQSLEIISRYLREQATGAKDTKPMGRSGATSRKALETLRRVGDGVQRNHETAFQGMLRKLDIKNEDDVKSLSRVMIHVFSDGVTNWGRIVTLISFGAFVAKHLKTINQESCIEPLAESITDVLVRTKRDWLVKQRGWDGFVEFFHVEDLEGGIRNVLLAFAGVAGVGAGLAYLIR
Mcl1 Noxa PPI: Mcl-1/Noxa binding inhibitors, primary screen, biochemical, TR-FRET, 1536-well | TR-FRET Mcl-1/Noxa peptide binding, 2 h | inhibition, % at 21.7 µM | actives 1.5% (n = 220,000);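 active = compounds that cut the protein-peptide binding signal by more than 50% relative to plate controls in a single-dose test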;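 also: His-tagged Mcl-1 with rhodamine Noxa BH3 peptide and terbium anti-His antibody; 0% = Mcl-1 plus Noxa peptide wells and 100% = peptide-only wells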
Avidin bead fluor: green autofluorescence of compounds with avidin beads – biophysical, 488/530 nm, flow cytometry, artefact control, profiling panel | compound fluorescence 488/530 nm; stronger effect = higher value | fluorescence (KMESF) at 10 µM | actives 0.38% (n = 220,000); in the data active = fluorescence above about 47; also: inactives centre near 10
Pf gametocyte: late stage P. falciparum gametocyte viability inhibitors, primary screen, ATP luminescence, HTS; P. falciparum stage V gametocytes, 24 h; inhibition, % at 10.9 µM; actives 0.065% (n = 150,000); AID 743093, 2013;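 active = inhibition above the mean plus 3 SD of compounds within the control limits, set per campaign, cut at about 38% in these data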;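 also: 0% = DMSO wells and 100% = medium only without gametocytes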
Active calls of the source: *.

Assay codes – A = Mcl1 Bid PPI; B = Mcl1 Noxa PPI; C = Avidin bead fluor; D = Pf gametocyte
Cc1ccc(OCc2ccc(C(=O)NN)o2)c([N+](=O)[O-])c1
  A: -14	B: 4	C: 7	D: -10

Cc1ccc(C(=O)NNC2=NC(C)(C)Cc3ccccc32)cc1
  A: -12	B: 31	C: 4	D: -17

Cc1cc(C(=O)N/N=C/C(Cl)=C/c2ccccc2)c(C)o1
  A: -48	B: 1	C: 8	D: 16

O=C(N/C(=C/c1cccnc1)C(=O)N1CCOCC1)c1ccccc1Cl
  A: -11	B: -1	C: 9	D: -6

O=C(O)c1ccc(N/N=C/c2ccc(-c3cc(Cl)ccc3Cl)o2)cc1
  A: 62*	B: 111*	C: 9	D: -7

Cn1nc(-c2ccccc2)cc1NC(=O)CCCC(=O)O
  A: 3	B: 1	C: 7	D: -12

CN1CCN(c2nc3ccccn3c(=O)c2/C=C(\C#N)S(=O)(=O)c2ccccc2)CC1
  A: -23	B: 20	C: 3	D: 7

N#Cc1ccc(CSc2nnc(NC(=O)c3ccc(=O)[nH]c3)s2)cc1
  A: -5	B: 11	C: 6	D: 14

CCn1c(SCC(=O)OC)nnc1-c1c[nH]c2ccccc12
  A: -7	B: 21	C: 8	D: -1

O=C(N/N=C/c1cc2cc3c(cc2nc1Cl)OCO3)c1ccncc1
  A: -4	B: -2	C: 9	D: -14

CN1CCC(N(C)CC(C)(C)NS(=O)(=O)c2ccccc2)CC1
  A: -15	B: 27	C: 5	D: 6

COc1cc(NC(=O)c2n[nH]c(=O)c3ccccc23)cc(OC)c1
  A: -13	B: 10	C: 8	D: -1

COc1ccc(Cn2cnc3c4cc(F)ccc4n(C)c3c2=O)cc1
  A: -2	B: 6	C: 7	D: 6

O=C(NNC(=O)c1cnccc1C(F)(F)F)c1ccccc1
  A: -16	B: 6	C: 6	D: 9

C/C(=N\Nc1ccc(S(N)(=O)=O)cc1[N+](=O)[O-])c1ccco1
  A: -19	B: 44	C: 8	D: 7

CCP(=O)(c1cccc([N+](=O)[O-])c1)c1cccc([N+](=O)[O-])c1
  A: -9	B: -1	C: 6	D: -4

COc1ccc(N=C2O/C(=C/c3sc(=S)n(CC4CCCO4)c3O)N=C2C#N)cc1 (stereo unspecified)
  A: -52	B: 35	C: 6	D: -14

CCOc1ccccc1NC(=S)N(CCOC)C1CCN(C(C)=O)CC1
  A: -56	B: -9	C: 7	D: 16

COc1ccc(/C=N/n2c(-c3cc(C)[nH]n3)n[nH]c2=S)cc1
  A: -170	B: 46	C: 5	D: -4

Cc1ccc(NC(=O)CSc2nc(N)cc(=O)[nH]2)cc1S(=O)(=O)N1CCOCC1
  A: -31	B: -8	C: 21	D: 15

CN(Cc1cn(C)nc1-c1cccc(Cl)c1)Cc1nccn1C
  A: -6	B: 5	C: 6	D: 5

CCN(CC)CCCN=Cc1c(O)n(-c2c(C)cccc2C)c(=O)c2ccccc12
  A: -77	B: 18	C: 3	D: -10

COc1ccc([C@H]2CC(=O)c3c(O)cc(O)cc3O2)cc1O
  A: -4	B: -3	C: 8	D: -6

CN(c1ccccc1)c1nc(N)c([N+](=O)[O-])c(NCCO)n1
  A: -11	B: 0	C: 5	D: -9

CC1=C(C(N)=O)C(c2cccs2)n2ncnc2N1 (stereo unspecified)
  A: -73	B: 4	C: 7	D: 6

CNc1nc(N)c([N+](=O)[O-])c(NCC2CCCO2)n1 (stereo unspecified)
  A: -8	B: 16	C: 3	D: -7

CCOC(=O)C1=C(C)N(c2ccc(OC)cc2)C(=O)/C1=C\c1ccc(O)c(OCC)c1
  A: -136	B: 36	C: 5	D: -12

CCOC(=O)CC1(c2ccc(OC)c(OC)c2)C(=O)c2ccccc2C1=O
  A: -22	B: 9	C: 9	D: 1

CC(C)CC(=O)N/C(N)=N/c1nc2ccccc2o1
  A: -6	B: -2	C: 9	D: -7

CC(C)CNc1nnnc2c1sc1nc(N3CCOCC3)c3c(c12)CCCC3
  A: -28	B: 16	C: 9	D: -7

Limited to Mcl1 Noxa PPI, Avidin bead fluor and Pf gametocyte (7 entries from above):
Compound | Mcl1 Noxa PPI | Avidin bead fluor | Pf gametocyte
CN(Cc1cn(C)nc1-c1cccc(Cl)c1)Cc1nccn1C | 5 | 6 | 5
CCN(CC)CCCN=Cc1c(O)n(-c2c(C)cccc2C)c(=O)c2ccccc12 | 18 | 3 | -10
COc1ccc([C@H]2CC(=O)c3c(O)cc(O)cc3O2)cc1O | -3 | 8 | -6
CN(c1ccccc1)c1nc(N)c([N+](=O)[O-])c(NCCO)n1 | 0 | 5 | -9
CC1=C(C(N)=O)C(c2cccs2)n2ncnc2N1 (stereo unspecified) | 4 | 7 | 6
CNc1nc(N)c([N+](=O)[O-])c(NCC2CCCO2)n1 (stereo unspecified) | 16 | 3 | -7
CCOC(=O)C1=C(C)N(c2ccc(OC)cc2)C(=O)/C1=C\c1ccc(O)c(OCC)c1 | 36 | 5 | -12

Full records as entered above. Order of screens: Mcl1 Bid PPI	Mcl1 Noxa PPI	Avidin bead fluor	Pf gametocyte
`CNc1nc(N)c([N+](=O)[O-])c(NCC2CCCO2)n1` (stereo unspecified) reads -8	16	3	-7
`CCOC(=O)CC1(c2ccc(OC)c(OC)c2)C(=O)c2ccccc2C1=O` reads -22	9	9	1
`Cc1ccc(C(=O)NNC2=NC(C)(C)Cc3ccccc32)cc1` reads -12	31	4	-17

(listing goes on)
Assay codes – A = Mcl1 Bid PPI; B = Mcl1 Noxa PPI; C = Avidin bead fluor; D = Pf gametocyte
N#CC1(Nc2cccc(Br)c2)C(=O)Nc2ccccc21 (stereo unspecified)
  A: -6	B: 9	C: 5	D: 13

Cc1cc(C)cc(NC(=O)Nc2cccc(S(N)(=O)=O)c2)c1
  A: -3	B: -1	C: 5	D: -6

O=C1N=C(N2CCCCC2)S/C1=C\c1ccncc1
  A: -28	B: 5	C: 4	D: -14

CNC(=O)c1c(NC(=O)C(C)C)sc2c1CCC2
  A: -62	B: 1	C: 7	D: -7

Cc1cc(C(=O)NNC(=O)Nc2ccc(Cl)cc2)no1
  A: -24	B: -13	C: 8	D: -11

COCCN(CCOC)S(=O)(=O)c1ccc(C(=O)Nc2c(C)n(C)n(-c3ccccc3)c2=O)cc1
  A: -18	B: 102*	C: 4	D: 17

COc1ccccc1N(C)S(=O)(=O)c1ccc(C(=O)NC(C)c2ccccc2)cc1 (stereo unspecified)
  A: -3	B: -3	C: 8	D: -23

O=C(NNC(=O)C1[C@H]2CCCC[C@@H]12)Nc1cccc2ccccc12 (stereo partly specified)
  A: -48	B: 23	C: 4	D: 12

Cc1ccc(CSc2nnc(CCCCCNC(=O)OC(C)(C)C)o2)cc1
  A: -4	B: 1	C: 12	D: -3

COc1c(O)ccc(/C=N/NC(=O)c2ccc3c(c2)OCCO3)c1[N+](=O)[O-]
  A: -26	B: 32	C: 3	D: 20

COc1ccc(/C=C/C(=O)NCC(=O)N/N=C(\C)Cc2ccccc2)cc1
  A: -25	B: 5	C: 5	D: 4

O=C(/C=C/c1ccccc1)Nc1sc2c(c1C(=O)O)CCC2
  A: -101	B: 31	C: 4	D: 13

NNC(=O)CS(=O)(=O)CS(=O)(=O)CC(=O)NN
  A: -41	B: 11	C: 6	D: 14

Cc1cc2c(NC(=O)Nc3ccccc3)cccc2nn1
  A: 2	B: 6	C: 6	D: 5

Cc1nonc1OC(C)CNCCNc1ccc([N+](=O)[O-])cc1 (stereo unspecified)
  A: 1	B: 11	C: 6	D: 12

Cn1cnc([N+](=O)[O-])c1NCc1ccccc1
  A: -29	B: -15	C: 7	D: 8

NC(=S)N/N=C1\CC(c2ccc3c(c2)OCCO3)Oc2ccc(F)cc21 (stereo unspecified)
  A: -76	B: 20	C: 3	D: -5

O=c1oc(-c2ccccc2NS(=O)(=O)c2ccc(F)cc2)nc2ccccc12
  A: -9	B: 14	C: 3	D: -5

CCOC(=O)c1c(NC(=O)NC(C)(C)C)sc2c1CCN(C)C2
  A: -26	B: -2	C: 3	D: 22

COC(=O)c1cc(NC(=O)c2cc(-c3ccc(Cl)cc3)oc2C(F)(F)F)ccc1N1CCOCC1
  A: -7	B: 2	C: 7	D: 11

COc1ccc(-c2cnc(N)nc2-c2ccc(OCc3ccccc3)cc2O)cc1
  A: -5	B: 9	C: 8	D: 12

O=C(CSc1nnc(Cc2ccsc2)o1)c1ccccc1
  A: -5	B: 6	C: 7	D: -1

CCn1c(CSc2ncn[nH]2)nc2cc(C(=O)O)ccc21
  A: -38	B: -10	C: 4	D: 14

Cc1ccccc1-n1c(=O)n(Cc2ccccc2)c(=O)c2[nH]cnc21
  A: -12	B: 3	C: 9	D: 5

CCOC(=O)CNC(=O)C(CC(N)=O)NC(=O)OC(C)(C)C (stereo unspecified)
  A: -5	B: 19	C: 3	D: 8

O=C(NCc1cccc(C(F)(F)F)c1)C1CC(c2cccc(F)c2)=NO1 (stereo unspecified)
  A: -26	B: -13	C: 11	D: -10

CCCc1ccc(C(=O)NC(=O)c2ccccc2O)cc1
  A: -15	B: 4	C: 2	D: -1

COc1cc2nc(CN3CCOCC3)n(CC(=O)NCC(F)(F)F)c(=O)c2cc1OC
  A: -16	B: -11	C: 14	D: -10

CCCCC1=NN(C(=O)c2ccncc2)C(O)(C(F)(F)F)C1 (stereo unspecified)
  A: -23	B: 14	C: 8	D: 6

Cc1cc2oc(C(=O)Nc3ccc(S(=O)(=O)Nc4onc(C)c4C)cc3)cc(=O)c2cc1Cl
  A: -31	B: 27	C: 7	D: 9

O=C(O)c1ncsc1-c1ccccc1
  A: 9	B: 18	C: 6	D: -3

CN(C)c1cccc2c1c(NC(=O)c1ccc(Cl)cc1)nn2C
  A: -7	B: 18	C: 6	D: -2

COc1ccc(CCN2C(=NC(C)=O)SC3CS(=O)(=O)CC32)cc1OC (stereo unspecified)
  A: -5	B: -7	C: 6	D: 8

CCn1c(SCC(=O)OC(C)C)nnc1-c1ccccc1
  A: -2	B: 12	C: 2	D: 3

S=c1[nH]nc(-c2n[nH]c3c2CCC3)n1/N=C/C=C/c1ccco1
  A: -37	B: 10	C: 6	D: 2

CC(C)(C)OC(=O)N/N=C/c1cccn1-c1ccc([N+](=O)[O-])cc1
  A: -33	B: 18	C: 7	D: -18

NS(=O)(=O)c1ccc(CNC(=S)NC2CCCCC2)cc1
  A: -53	B: -12	C: 6	D: 3

NC(=O)CC(NC(=O)Cc1ccc(Br)cc1)c1ccc(N2CCC(Cc3ccccc3)CC2)c([N+](=O)[O-])c1 (stereo unspecified)
  A: -31	B: 9	C: 8	D: 21

CC1=NN(c2nc3ccccc3s2)C(O)(C(F)(F)F)C1 (stereo unspecified)
  A: -12	B: -9	C: 8	D: -10

CC(=O)Nc1ccc2nc(NC(=O)c3cccs3)sc2c1
  A: -47	B: 14	C: 8	D: 9

COc1cc2c(cc1Cl)C(=O)C(F)(c1ccccc1)C(=O)N2 (stereo unspecified)
  A: 2	B: 22	C: 6	D: 15

Cc1cc2c(=O)oc(-c3ccccc3Br)nc2s1
  A: -3	B: 5	C: 21	D: -10

O=C(/C=C/c1cccs1)N1CCC2(CC1)Oc1ccc(Cl)cc1C(=O)C21CC(c2cccnc2)=NO1 (stereo unspecified)
  A: -29	B: 14	C: 14	D: -3

COc1ccc(NC(=O)CSc2nc(N)c3cc4c(nc3n2)CC(C)(C)OC4)cc1
  A: -24	B: 9	C: 5	D: 1

Cc1cccc(NC(=O)c2nc[nH]c2C(=O)N[C@@H](CC(C)C)C(=O)OCc2ccccc2)c1
  A: -64	B: -112	C: 18	D: -11

Cc1ccc(Nc2c3c(nc4ccccc24)CCC3)cc1
  A: -7	B: 23	C: 7	D: 26

COC(=O)[C@H](CCSC)NC(=O)c1cccnc1SC
  A: -34	B: -2	C: 7	D: 8

Cn1cccc1CC(=O)NNC(=S)NC(=O)c1ccc(F)cc1
  A: -92	B: -80	C: 6	D: 8

CCC(=O)N1CCN(c2ccnc3cc(Cl)ccc23)CC1
  A: -7	B: 9	C: 6	D: -3

Cc1ccc2cc(NC(=O)Cc3ccccc3)ccc2n1
  A: -8	B: 2	C: 7	D: 4

NC(=O)c1sc2nnc(-c3ccccc3)c(-c3ccccc3)c2c1N
  A: -28	B: -1	C: 7	D: 6

C/C=C\C=C/C(=O)Nc1cccc(C2=NOC3(C2)C[C@@H](C(N)=O)N(C(=O)CCCCC)C3)c1 (stereo partly specified)
  A: -32	B: 10	C: 7	D: -8

O=C(Cn1nnc2ccccc21)OCC(=O)c1ccc(F)cc1
  A: -10	B: 7	C: 6	D: 1

O=C(c1ccc([N+](=O)[O-])cc1Cl)N1CCN(c2ccccn2)CC1
  A: -51	B: 1	C: 8	D: -4

COc1ccc(Cl)cc1CSc1ncn[nH]1
  A: 1	B: 9	C: 8	D: -14

Screening data: PubChem BioAssay, several laboratories

Only part of the results is shown; count on the stated rates, not on these rows.
